High-throughput results from PubChem.
TRb SRC2 PPI: inhibitors of human thyroid hormone receptor beta-SRC2 interaction | 280,000 tested, 0.065% active | Potency, µM (titrated, usually from 106 µM), without a hit: at the highest dose activity change, negative = inhibition, actives largely listed as inhibitors | TRbeta-SRC2 peptide binding, fluorescence polarization; receptor liganded with 1 µM T3;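 note: plate controls were bound peptide for no effect and peptide without receptor for full effect; nearly all actives have a fitted effect of over 50% in size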
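Compounds were added to 0.6 uM TRb ligand-binding domain and 20 nM Texas Red-labeled SRC2 peptide in Tris buffer containing 1 uM T3, incubated 5 hr at ambient temperature, then read by fluorescence polarization.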
TexasRed fluor: counter-screen for TRb-SRC2 inhibitors: fluorescence interference. TRb/SRC2 Texas Red total fluorescence interference. Potency, µM (series often up to 106 µM), without a hit: at the top dose fluorescence change, negative = quenching. 280,000 tested, 0.29% active. AID 1479; active = well fitted curve in either direction with a large enough effect; inconclusive = small, poorly fitted or top-dose-only effect
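Human TRb ligand-binding domain at 0.6 uM with 20 nM Texas Red SRC2 peptide in Tris buffer containing 1 uM T3 and 5% DMSO, incubated with compound 5 h at ambient temperature. Total fluorescence (555/632 nm) calculated as parallel + 2 × perpendicular.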
L3MBTL1 block: inhibitors of human L3MBTL1; AlphaScreen L3MBTL1–H3K9me1 peptide binding; Potency, µM (series often up to 57.1 µM), for the others: at the top dose activity, negative = inhibition, actives largely listed as inhibitors; 230,000 tested, 0.66% active; AID 485360; note: nearly all actives have a fitted effect of over 60% in size
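First, the protein-peptide complex forms for 30 min at room temperature (L3MBTL1 50 nM, biotinylated H3K9me1 peptide 75 nM). Next, compounds are pin-transferred and incubated 30 min. Finally, AlphaScreen beads are added and read after 30 min.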
RGS12 GoLoco inh: blocks human Gai1 binding to RGS12 GoLoco peptide, red readout | Gai1:RGS12 GoLoco peptide FP, rhodamine, 10 min | Potency, µM (highest dose often 61.6 µM), without a hit: top-dose activity, negative = inhibition, usual class: inhibitors | AID 880 | P63096 | 230,000 tested, 0.44% active; active = well fitted inhibition curve with a large enough effect, not every such curve was filed as active; inactive = no such curve, though single readings can be large or run the other way; note: nearly all actives have a fitted effect of over 30% in size; many of its hits are not listed in these tables
JMJD2E inh: inhibitors of human JMJD2E histone demethylase. B2RXH2. 230,000 tested, 1.6% active. Potency, µM (top dose mostly 57.1 µM), for inactives: at the top dose activity change, negative = inhibition, actives largely listed as inhibitors. JMJD2E catalytic domain, FDH-coupled NADH fluorescence (FDH is formaldehyde dehydrogenase); active = well fitted inhibition curve with a large enough effect, not every such curve was filed as active; inconclusive = small, poorly fitted or top-dose-only effect, or another doubt; inactive = no such curve, though single readings can be large or run the other way;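 note: 0% = wells with enzyme and -100% = buffer wells without enzyme; nearly all actives have a fitted effect of over 50% in size; many of its hits are not listed in these tables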
RECQ1 helicase: blocks DNA unwinding by human RECQ1; 240,000 tested, 0.54% active; RECQ1 DNA unwinding, red fluorescence kinetic read; Potency, µM (highest dose often 57.3 µM), inactives show at the highest dose activity, negative = inhibition, actives largely listed as inhibitors; AID 2549;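 note: plate controls were vehicle for no effect and no enzyme for full effect; nearly all actives have a fitted effect of over 30% in size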
Target sequence (P46063 whole entry, looked up): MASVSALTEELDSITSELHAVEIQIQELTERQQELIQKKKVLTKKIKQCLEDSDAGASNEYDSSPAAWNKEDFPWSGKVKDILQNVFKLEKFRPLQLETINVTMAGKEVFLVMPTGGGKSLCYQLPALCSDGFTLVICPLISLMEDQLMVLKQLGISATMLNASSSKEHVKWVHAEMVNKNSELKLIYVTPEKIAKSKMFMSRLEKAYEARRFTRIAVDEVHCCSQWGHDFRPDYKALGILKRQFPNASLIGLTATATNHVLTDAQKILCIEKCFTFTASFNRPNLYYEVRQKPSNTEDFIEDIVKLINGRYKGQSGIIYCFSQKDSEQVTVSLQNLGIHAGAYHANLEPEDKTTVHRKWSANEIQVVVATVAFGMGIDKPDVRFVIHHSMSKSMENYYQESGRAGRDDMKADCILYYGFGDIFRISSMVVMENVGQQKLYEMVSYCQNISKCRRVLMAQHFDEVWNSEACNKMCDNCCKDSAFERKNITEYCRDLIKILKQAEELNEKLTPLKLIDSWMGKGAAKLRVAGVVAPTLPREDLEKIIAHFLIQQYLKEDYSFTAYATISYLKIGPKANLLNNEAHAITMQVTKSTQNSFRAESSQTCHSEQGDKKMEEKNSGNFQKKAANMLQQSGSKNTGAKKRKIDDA
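50 nM RECQ1T1 preincubated 15 min with compound in Tris pH 8.0 buffer with MgCl2, DTT, Tween-20 and 2.5 ug/ml poly(dI-dC); started with 200 nM TAMRA/BHQ-2 forked duplex and 2 mM ATP. Unwinding read as fluorescence (525/598 nm), two reads 2 h apart.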
Tau ThT inhib: blocks human tau fibril formation measured by thioflavin T. 270,000 tested, 2.1% active. Potency, µM (series often up to 57.4 µM), inactives show at the highest dose activity, negative = inhibition, most hits filed as inhibitors. recombinant tau K18 P301L (four-repeat tau fragment), heparin-induced fibrillization, ThT fluorescence. P10636; note: nearly all actives have a fitted effect of over 55% in size
Target sequence (P10636 561-689 P618L limits assumed): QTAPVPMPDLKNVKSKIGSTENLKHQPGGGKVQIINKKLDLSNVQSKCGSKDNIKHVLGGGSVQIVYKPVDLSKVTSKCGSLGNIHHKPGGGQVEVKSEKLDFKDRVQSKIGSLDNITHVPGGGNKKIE
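Heparin-induced fibrillization of the P301L-mutant K18 repeat-domain fragment of human tau was followed by ThT binding in quantitative high-throughput format.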
Tau fibril FP: blocks human tau fibril formation measured by polarization | K18 P301L tau heparin fibrillization, Alexa594 FP, 6 h | 280,000 tested, 0.39% active | Potency, µM (titrated, usually from 57.7 µM), inactives show at the top dose activity, negative = inhibition, usual class: inhibitors; note: nearly all actives have a fitted effect of over 55% in size
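Recombinant K18 P301L […], labeled with Alexa 594 at 0.24 uM over 15 uM unlabeled; heparin inducer 20 uM final; 37 C, 6 hr; FP endpoint.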
Starred values were filed as active, the others as inactive; i = inactive; u = inconclusive; x = no result given; & = joins results of further samples; ! = a repeat was not active; [ ] = remark or other dose. Unless noted, calls come from the whole dose curve; as a rule, active = well fitted curve in the direction sought with a large enough effect; inconclusive = small, poorly fitted or top-dose-only effect, or another doubt; inactive = no such curve, though single readings can be large; an effect the other way counts as inactive or inconclusive. Unless noted, % is set by controls: 0 for no effect and ±100 for the full control effect; potency is the fitted concentration of half-maximal effect. A portion of the library, so the mix of outcomes need not match the whole.

(1) COc1ccc(N=Cc2c(O)n(Cc3cccs3)c(=O)[nH]c2=O)cc1
(2) COc1ccc(-n2c(-c3ccco3)nc3c(cnn3-c3ccc(Cl)cc3)c2=O)cc1
(3) CC(C)C[C@H]1C(=O)N2CCCC2[C@]2(O)O[C@](NC(=O)[C@@H]3C=C4c5cccc6[nH]c(Br)c(c56)C[C@H]4N(C)C3)(C(C)C)C(=O)N12 (some centres not stated)
(4) N#CC(C#N)=Cc1ccc(N2CCCC2)cc1
(5) CCCCOC(=O)C1=C(N)OC2=C(C(=O)CC(C)(C)C2)[C@]12C(=O)N(C)c1ccccc12
Screen / compound no.,1,2,3,4,5
TRb SRC2 PPI,1.5%,-1.6%,-4.5%&1.0%,7.9%,-2.4%
TexasRed fluor,0.4%,-2.1%,2.4%&-3.4%,-1.3%,-4.2%
L3MBTL1 block,6.9%,x,x,x,x
RGS12 GoLoco inh,8.4%,x,-8.5%&-5.9%,1.0%,2.7%
JMJD2E inh,u,x,u,-12.3%,2.9%
RECQ1 helicase,0.2%,x,-17.3%&-0.7%,-1.4%,-2.7%
Tau ThT inhib,-7.3%,-13.0%,u,u,-4.5%
Tau fibril FP,-14.7%,u,12.1%&1.9%,2.5%,-0.2%

(6) Cc1cc(SCc2sc(-c3ccc(C(F)(F)F)c(F)c3)nc2C)ccc1OCC(=O)O
(7) N#CC(C#N)=Cc1cc(O)c(O)c(O)c1
(8) CN(C)C(=O)Oc1cc(=O)n2c3c(cccc13)CCC2
(9) O=C1CCCc2c1nc(-c1ccccc1)n2O
(10) Cc1ccccc1-n1c(/C=C/c2c(C)[nH]c3ccccc23)nc2ccccc2c1=O
Screen / compound no.,6,7,8,9,10
TRb SRC2 PPI,1.3%,-4.3%&1.6%,-0.5%,-0.2%,-8.9%
TexasRed fluor,-2.3%,-4.1%&-2.5%,-0.7%,-4.8%,-1.7%
L3MBTL1 block,x,x,8.1%,x,x
RGS12 GoLoco inh,-1.0%,33.6%&94.1%[activator],4.6%,1.6%,x
JMJD2E inh,-14.4%,2µM*,u,u,x
RECQ1 helicase,-29.8%&-7.9%,7.8%&7.3%,-2.4%,4.3%,x
Tau ThT inhib,u,12.6µM*!,-9.6%,-9.7%,u
Tau fibril FP,-8.7%,22.4µM*!,-3.0%,1.7%,u

(11) Cc1ccc(-n2nc(C)cc2NC(=O)COc2cc(C)cc3oc(=O)c4c(c23)CCC4)cc1
(12) CC[N+](CC)(CC)CC
(13) Cn1c(O)c(C=NC2C(=O)C3(C)CCC2C3(C)C)c(=O)n(C)c1=O (configuration not stated)
(14) C[N+]1(C)C2CCC1CC(OC(=O)c1ccco1)C2 (configuration not stated)
(15) O=C(O)C(Cl)(Cl)Br
Screen / compound no.,11,12,13,14,15
TRb SRC2 PPI,-10.7%,-1.3%&-1.2%,-2.7%,0.3%,-10.3%
TexasRed fluor,-1.2%,-0.5%&-1.8%,0.0%,-1.1%,-0.8%
L3MBTL1 block,2.4%,x,x,x,x
RGS12 GoLoco inh,2.8%,4.1%&-8.9%,-40.6%,10µM*,-0.5%
JMJD2E inh,u,u,4.2%,4.0%,x
RECQ1 helicase,2.5%,0.8%,0.4%,-7.9%,-8.7%
Tau ThT inhib,-14.7%,-4.4%&2.6%,-3.1%,x,x
Tau fibril FP,3.7%,-3.6%&-4.3%,-5.9%,-3.0%,x

2 successive records already listed, quoted:
(14) C[N+]1(C)C2CCC1CC(OC(=O)c1ccco1)C2 (configuration not stated)
(15) O=C(O)C(Cl)(Cl)Br
Screen / compound no.,14,15
TRb SRC2 PPI,0.3%,-10.3%
TexasRed fluor,-1.1%,-0.8%
L3MBTL1 block,x,x
RGS12 GoLoco inh,10µM*,-0.5%
JMJD2E inh,4.0%,x
RECQ1 helicase,-7.9%,-8.7%
Tau ThT inhib,x,x
Tau fibril FP,-3.0%,x

(continued)
(16) O=C1NC(=O)C(=O)C(=O)N1
(17) CCOC(=O)c1oc2ccc(S(=O)(=O)n3nc(-c4ccc(Br)cc4)cc3N)cc2c1C
(18) O=C(COC(=O)Cc1ccccc1)Nc1ccc(Cl)cn1
(19) Cn1c(O)c(/C=C/C=Nc2ccccc2)c(=O)n(C)c1=O
(20) CC(=O)NCCc1c[nH]c2ccccc12
Screen / compound no.,16,17,18,19,20
TRb SRC2 PPI,-28.7%,-1.6%,3.1%,1.7%,-1.0%&3.4%&3.2%&5.0%
TexasRed fluor,-13.0%,-4.2%,0.2%,-0.4%,-3.6%&-3.4%&-0.9%&-0.2%
L3MBTL1 block,x,x,6.8%,-4.2%,x
RGS12 GoLoco inh,-7.7%,x,22.3%,-20.4%,16.3%&0.1%&-1.1%&2.0%
JMJD2E inh,u,x,0.6%,2.4%,-3.8%&10.5%
RECQ1 helicase,u,x,-6.4%,-6.2%,-4.2%&-6.9%
Tau ThT inhib,2.51µM*,4.0%,-11.6%,3.2%,-10.3%&-5.2%&-0.8%&-8.3%
Tau fibril FP,2.82µM*,u,-4.5%,8.7%,-0.6%&2.1%&-5.0%&-1.9%

In another format: results already given.
Sequence of screens: TRb SRC2 PPI | TexasRed fluor | L3MBTL1 block | RGS12 GoLoco inh | JMJD2E inh | RECQ1 helicase | Tau ThT inhib | Tau fibril FP
16: O=C1NC(=O)C(=O)C(=O)N1
    -28.7% | -13.0% | x | -7.7% | u | u | 2.51µM* | 2.82µM*
17: CCOC(=O)c1oc2ccc(S(=O)(=O)n3nc(-c4ccc(Br)cc4)cc3N)cc2c1C
    -1.6% | -4.2% | x | x | x | x | 4.0% | u
18: O=C(COC(=O)Cc1ccccc1)Nc1ccc(Cl)cn1
    3.1% | 0.2% | 6.8% | 22.3% | 0.6% | -6.4% | -11.6% | -4.5%
19: Cn1c(O)c(/C=C/C=Nc2ccccc2)c(=O)n(C)c1=O
    1.7% | -0.4% | -4.2% | -20.4% | 2.4% | -6.2% | 3.2% | 8.7%
20: CC(=O)NCCc1c[nH]c2ccccc12
    -1.0%&3.4%&3.2%&5.0% | -3.6%&-3.4%&-0.9%&-0.2% | x | 16.3%&0.1%&-1.1%&2.0% | -3.8%&10.5% | -4.2%&-6.9% | -10.3%&-5.2%&-0.8%&-8.3% | -0.6%&2.1%&-5.0%&-1.9%

Carrying on.
(21) CN(C)C(=O)Oc1ccc(OC(=O)c2ccccc2)cc1
(22) Cc1ccc(S(=O)(=O)N2CC2(C)CCl)cc1 (configuration not stated)
(23) CCCCn1c(O)c(C(CC)=Nc2cccc(C(=O)O)c2)c(=O)[nH]c1=O
(24) Cc1nc(SCc2c(Cl)cccc2Cl)nc(OC(=O)N(C)C)c1C
Screen / compound no.,21,22,23,24
TRb SRC2 PPI,1.3%,5.9%,-9.5%,-4.2%
TexasRed fluor,4.2%,0.4%,-0.6%,-3.4%
L3MBTL1 block,0.7%,4.8%,1.6%,8.2%
RGS12 GoLoco inh,1.1%,-66.8%,-4.1%,-2.2%
JMJD2E inh,2.3%,-1.0%,u,-2.4%
RECQ1 helicase,-5.6%,i,-11.3%,i
Tau ThT inhib,-4.1%,-12.5%,-8.6%,-14.4%
Tau fibril FP,2.0%,-5.3%,-5.5%,2.8%
